From PubChem
HIF act: HIF pathway transcriptional activation. U2OS HRE-luciferase reporter, luminescence; normalized: DMSO 0%, desferrioxamine 100%. activation, % at 7.5 µM (by protocol). 0.32% of 300,000 active. AID 1910;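 active = mean activation of at least 10% of the iron chelator positive control signal, with at least half of replicates also reaching 10%; inconclusive = mean and replicate majority disagree about reaching 10%; inactive = mean and most replicates under 10%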
Platelet DG rel: platelet dense granule release activity | 0.22% of 300,000 active | inhibition, %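 (compounds screened at 7.5 µM in platelet-rich plasma)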 | human platelet-rich plasma, SFLLRN dense granule ATP release, luminescence;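 active = mean replicate score, as percent of positive control, at or above 50; inconclusive = mean below 50 but at least one replicate at or above 50; inactive = mean and every replicate below 50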
HSF-1 act: increases HSF-1 driven luciferase reporter signal | NIH3T3-HGL HSF-1 luciferase reporter, MG132, 8 h; 100% = twice DMSO control signal | activation, % at 9 µM | 1.7% of 300,000 active | AID 504408;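 active = mean replicate activation of at least 50% with a set share of replicates each reaching 50%; inconclusive = only one of those two conditions met; inactive = mean below 50% and too few replicates reaching it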;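 also: 0% = median of the neutral control wells and 100% = twice that signal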
IEC-6 cytotox: counter-screen for KLF5 inhibitors: cytotoxicity in IEC-6 cells; IEC-6 cytotoxicity, luminescence viability; inhibition, % at 5 µM; 0.78% of 290,000 active; AID 1825; in the data active = inhibition above about 22%;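 also: 0% = plate median of test compound wells and 100% = cytotoxic reference compound wells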
KLF5 inhibitor: suppresses KLF5 promoter-driven expression; DLD-1 KLF5 promoter-luciferase reporter, luminescence; inhibition, % at 5 µM; 0.23% of 290,000 active; AID 1700;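 active = inhibition above a per-plate limit of that plate's mean compound inhibition plus 3 SD, cut at about 60% in these data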;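 also: 0% = DMSO wells and 100% = LY294002 at 200 µM; higher means less KLF5 promoter-driven luciferase light; inactives centre near -14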
HSP90 refold inh: blocks HSP90-mediated luciferase refolding in reticulocyte lysate | 0.91% of 290,000 active | Rabbit reticulocyte lysate, luciferase refolding luminescence, 3 h | inhibition, % at 5.6 µM;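 active = inhibition above the screen-wide mean plus 3 SD, computed separately per campaign, cut at about 16% in these data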;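 also: 0% = DMSO wells and 100% = 60 µM geldanamycin wells; inhibitors lower the luminescence because luciferase stays unfolded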
HSF1 inhib: HSF1 inhibition | NIH3T3-HGL HSE-luciferase, MG132-induced, luminescence 8 h; hits give low values | activity change, negative = inhibition, % at 7.5 µM (by protocol) | 0.77% of 300,000 active | AID 2098;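 active = more than half of replicate wells show activity change below -50%, luminescence cut by over half; inconclusive = some wells, but at most half, below -50%; inactive = no replicate well below -50%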;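 also: luciferase reports HSF-1 transcriptional activity via heat shock element; 0% = median of DMSO wells and -100% = zero luminescence signal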
aSyn 5UTR inh: 5' untranslated region of α-synuclein, MLPCN primary screen. alpha-synuclein 5'UTR reporter, inhibitor activity. inhibition, % (tested at 7.5 µM). 0.82% of 300,000 active; in the data active = inhibition above about 60%; inconclusive = no clear call, values can overlap the other calls;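 also: H4 neuroglioblastoma cells stably carrying SNCA 5'UTR luciferase fusion; 0% = DMSO wells and 100% = positive control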
AI-2 QS modul: Vibrio harveyi AI-2 quorum sensing modulation | Vibrio harveyi JMH597 AI-2 luminescence/OD600 ratio, 9 h; hits give low values; strain lacks LuxN and CqsS sensors; 0 = neutral-control median | activity change, % at 7.5 µM | 0.4% of 300,000 active | AID 2094; in the data active = activity change below about -75%, passing the limit was not always enough; inconclusive = no clear call, values can overlap the other calls;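 also: luminescence divided by OD600 gain over 9 h not by final OD600 alone; inactives centre near 13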
SKKanGAS inh: inhibitors of SKKanGAS S. pyogenes growth in kanamycin (SK-promoter or general growth effect). BacTiter-Glo, 6 h. inhibition, % at 7.5 µM. 1.3% of 300,000 active;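 active = mean replicate score, as percent of positive control median, at least 50; inconclusive = mean below 50 but one replicate at or above 50; inactive = mean and every replicate below 50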;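 also: strain carries kanamycin resistance gene driven by streptokinase promoter and grows in 40 µg/ml kanamycin; loss of luminescence reflects streptokinase promoter inhibition or plain growth inhibition; 0% = median of DMSO wells and 100% = positive control at its reference dose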
The depositor's hits bear a star; ? = inconclusive; nt = no result given.

SMILES	HIF act	Platelet DG rel	HSF-1 act	IEC-6 cytotox	KLF5 inhibitor	HSP90 refold inh	HSF1 inhib	aSyn 5UTR inh	AI-2 QS modul	SKKanGAS inh
O=C(N/N=C/c1ccc[nH]1)c1cc(-c2cccs2)nc2ccccc12	-0.4	-12	21	3	11	-3	3	0	9	31
Cc1cc(Cl)ccc1OCC(=O)Nc1ccc2oc(=O)ccc2c1	0.2	-4	2	2	-14	-4	2	-8	10	-6
Cc1cc(C)c(S(=O)(=O)N(C)CC(=O)NCC2CCCO2)c(C)c1 (stereo not given)	-7.6	10	13	6	-17	7	-4	19	17	4
O=C(CN(C(=O)CCC(=O)Nc1nccs1)c1cccc(F)c1)NCc1ccc(F)cc1	-1.1	6	11	-1	-12	6	4	9	16	-2
CC1(C)Cn2c(nnc2-c2ccccc2)S1	-0.1	4	nt	2	-20	1	nt	-9	9	6
CCN1CCN(S(=O)(=O)c2ccc(Cl)c(C(=O)NC3CCCCC3)c2)CC1	0.0	5	2	nt	nt	nt	-8	4	18	-2
Cc1nnc(NC(=O)CCS(=O)(=O)Cc2ccccc2)s1	0.5	-1	9	5	-8	3	4	-27	10	1
CN1CCCN(C(=O)CNC(=O)Cc2ccccc2)CC1	-0.2	2	1	6	-18	0	-5	5	1	-5
Cc1ccc(CNC(=O)CCCc2c[nH]c3ccccc23)cc1	0.4	4	11	-2	-10	3	2	9	-54	-7
O=C(Cc1cccs1)N1CCN(c2ccc(F)cc2)CC1	0.0	-44	-14	1	-5	1	8	-3	6	-4
O=C(N/N=C1\C2CN3CCN(C2)CC1(c1ccccc1)C3)c1ccc(F)cc1	-0.1	2	19	-7	-25	-7	7	-7	8	-1
O=C(COC(=O)c1cc[n+]([O-])cc1)Nc1ccc(SC(F)F)cc1	1.1	4	7	-12	-10	-3	8	-15	10	3
CCc1cc(C(=O)N/N=C/c2ccc(O)cc2)c2ccccc2n1	0.6	27	12	-1	16	4	2	13	26	1
COc1cccc2c1NC(C(=O)O)C1CC=CC21 (stereo not given)	-0.4	35	-8	-20	-3	3	3	13	29	0
Cc1ccc(C(O)c2nc3ccccc3n2C)cc1 (stereo not given)	-1.6	2	4	2	-34	-3	-7	15	11	-4
O=c1[nH]c(CSc2nc3ccccc3s2)nc2ccccc12	1.9	-2	45	4	-31	-1	39	-28	20	9
C/C(=N\Nc1nc2ccccc2s1)c1ccc2c(c1)OCO2	1.8	-4	-9	10	-41	4	-2	-176	-2	?
CN(c1ccc(OCC(=O)OCC(=O)NCc2ccco2)cc1)S(=O)(=O)c1ccc2ccccc2c1	0.0	1	2	0	-24	-2	2	6	15	3
c1ccc(Cn2c(CNc3nc4ccccc4n3CCN3CCOCC3)nc3ccccc32)cc1	0.1	-6	20	2	-11	-4	5	-14	24	4
CC(=O)NCCc1ccc(S(=O)(=O)NCc2ccc3c(c2)OCO3)cc1	-0.2	-5	10	-5	-14	-2	-2	-1	18	-9
O=C(NCc1ccco1)C(c1cccs1)N(Cc1ccccc1)C(=O)Cn1nnc2ccccc21 (stereo not given)	-0.3	-23	24	-5	-12	2	11	12	13	-13
COc1ccc(/C=N/NC(=S)Nc2ccccc2)cc1COc1ccc(Br)cc1	-0.3	-2	0	2	-16	4	0	-2	9	2
O=C(N/N=C/c1ccc(O)cc1)c1nc(-c2ccccc2)n(-c2ccccc2)n1	0.0	23	10	-7	-6	-4	-2	7	13	-8
CC(=O)Oc1ccc(C(=O)NCc2ccco2)cc1	-0.2	1	-11	-2	-32	-4	-8	-4	10	nt
COCC(=O)N1CCc2ccc(NC(=O)c3ccccc3Cl)cc2C1	0.2	2	-9	-4	-46	-5	2	-16	1	-1
COc1ccc(N2CCN(C(=O)c3cc4cc(Cl)ccc4[nH]3)CC2)cc1	-0.2	-5	-5	0	-15	5	12	17	-3	5
CC(C)C(O)P(=O)(OCc1ccccc1)c1ccc(N(C)C)cc1 (stereo not given)	0.5	3	10	2	-5	2	1	11	10	-1
CCOC(=O)c1sc(NC(=O)CSc2nnc(-c3ccc(OC)cc3)n2CCOC)nc1C	-0.1	6	13	4	-3	7	13	29	29	6
COc1ccccc1OCc1nnc(SCC(=O)Nc2ccc(C)cc2)n1C	-0.3	2	21	-2	7	2	3	14	-4	-1
CC(C)Sc1ccc(C(=O)Nc2ccc(F)cc2F)cn1	1.8	21	16	0	-56	-2	22	-140	-18	1
CSc1ccc(S(=O)(=O)Nc2ccc(S(=O)(=O)Nc3ccc(C)cc3)cc2)cc1	-0.5	10	23	-3	-20	2	0	-9	-58	16
O=C(N/N=C/c1ccc2c(c1)OCO2)c1cc(-c2ccccc2Cl)nc2ccccc12	0.7	7	-16	5	-11	9	1	22	15	21
Clc1ccccc1-c1nnc2n1-c1ccccc1SC2	-1.0	-13	3	3	9	4	-6	11	15	-3
CC1(OC(=O)CCc2ccccc2)C(=O)C=C2C=C(c3ccc(C#N)cc3)N(Cc3ccco3)C=C2C1=O (stereo not given)	-2.8	-4	-49	nt	nt	nt	-37	5	7	26
COCCNC(=O)NC12CC3CC(CC(C3)C1)C2	-0.2	4	1	-2	-34	6	-10	-3	17	-1
CCn1ccnc1CNC(=O)CC1C(=O)NCCN1Cc1ccc(OC)cc1OC (stereo not given)	-0.2	7	-3	2	-32	5	-2	-9	11	-2
O=C(C1CC(=O)N(C2CCCC2)C1)N1CCN(c2ccccc2)CC1 (stereo not given)	0.3	23	2	1	-25	0	-4	-15	-1	0
Cc1ccc(S(=O)(=O)N2CCN(C(=O)CNC(=O)c3ccc(Br)o3)CC2)cc1	1.6	10	-9	nt	nt	nt	-1	10	18	11
CC(=O)c1sc(=S)n(-c2ccccc2)c1C	-1.6	2	1	-2	0	2	1	12	32	-1
CC(=O)C1=C(O)C(=O)N(c2ccccn2)C1c1cccc(F)c1 (stereo not given)	-0.1	3	-5	-1	-72	1	-8	-5	-1	-4
O=C(O)CNS(=O)(=O)c1ccc(Br)s1	0.1	15	-25	-3	-44	-2	-3	21	31	1
O=C(NNC(=S)NC1CCCCC1)c1cccc(S(=O)(=O)Nc2ccccc2Cl)c1	-0.7	-13	2	-9	-7	1	-4	11	15	10
CCOC(=O)Cn1cc(C#N)c2cccc(CC)c21	0.2	1	1	2	9	-2	1	1	2	-3
COc1ccc(C(=O)Oc2cc(C)[nH]c(=O)c2[N+](=O)[O-])c(OC)c1	-0.1	1	8	-3	-43	3	6	-1	18	1
CCCOc1c(Br)cc(C(N)=O)cc1OCC	0.3	1	-6	10	-25	1	-8	12	4	1
O=C(c1ccccc1)c1ccc(OCCO)cc1	1.1	2	6	-5	-46	-2	14	-1	24	nt
CN(C)c1ccc(NC(=O)c2ccc(COc3cccc(Cl)c3)o2)cc1	1.9	13	40	4	-10	2	24	-112	64	5
O=C(NCc1n[nH]c(=O)c2ccccc12)C1CC(=O)N(c2ccccc2)C1 (stereo not given)	-27	2	-3	nt	nt	nt	2	3	12	-3
Cc1ccc(NC(=O)C(=O)C2C(=O)Nc3ccccc32)cc1 (stereo not given)	2.1	0	7	-1	12	5	3	-77	5	-3
CC(C)Oc1ccc(CNS(=O)(=O)c2csc(C(N)=O)c2)cc1	0.2	-23	20	0	-36	-1	12	-17	24	-15

Other entries follow.
SMILES	HIF act	Platelet DG rel	HSF-1 act	IEC-6 cytotox	KLF5 inhibitor	HSP90 refold inh	HSF1 inhib	aSyn 5UTR inh	AI-2 QS modul	SKKanGAS inh
COc1ccc(OC)c2c(N)c(C#N)c(C(F)(F)C(F)(F)F)nc12	-45	-9	1	-4	-14	2	1	17	12	17
N#C/C(=C\Nc1ccc2c(c1)OCCO2)c1nc(-c2ccccc2)cs1	0.0	-3	-1	2	-1	-1	-18	-35	9	6
Cc1ccc(C)c(S(=O)(=O)Nc2ccccc2C(=O)Nc2ccc(S(=O)(=O)Nc3ncccn3)cc2)c1	-0.3	8	-3	-2	-1	-2	-2	16	11	13
O=C(OCC(=O)N1CCCCC1)c1cccc(NS(=O)(=O)c2ccccc2)c1	0.2	6	-1	nt	nt	nt	1	-10	26	3
CC(=O)C(C(c1ccccc1)c1c[nH]c2ccccc12)[N+](=O)[O-] (stereo not given)	3.0	3	14	32*	22	0	0	-30	14	4
COCCNC(=O)c1c(CSc2ccc(F)cc2)noc1C(=O)NCc1ccccc1	0.2	3	28	-2	-15	-2	10	0	10	8
O=C(CSc1nnc(CNC(=O)c2cccs2)o1)NC1CCCC1	0.5	nt	-23	-6	-22	0	-3	-1	nt	2
Cc1c(Br)c([N+](=O)[O-])nn1C(C)C(=O)NCc1cccnc1 (stereo not given)	1.0	3	38	1	-35	7	7	16	8	4
CC(=O)c1ccc(NC(=O)/C(=C\c2ccccc2)NC(=O)c2ccco2)cc1	-0.2	-1	-5	-8	-29	1	-1	-16	9	-4
CCSc1ccccc1C(=O)NC1CCCCC1	-0.1	7	7	-2	-20	4	0	19	21	6
COc1ccc(Oc2nc(-c3ccccn3)nc3ccccc23)cc1	2.2	9	17	12	-35	4	12	-110	29	80*
Cc1ccc2[nH]c(=O)c(CN(Cc3ccco3)S(=O)(=O)c3c(C)ccc4nsnc34)cc2c1	0.0	2	-1	3	-15	0	1	29	14	5
COc1ccc(/C=C/CN2CCC(n3nccc3NC(=O)C3CCCC3)CC2)cc1	0.3	7	8	-1	-43	-4	-4	-13	40	1
Nc1c(S(=O)(=O)c2ccccc2)csc1C(=O)O	0.6	-4	9	-7	-4	5	8	3	30	nt
O=C(Nc1ccc(S(=O)(=O)N2CCN(Cc3ccccc3)CC2)cc1)c1cnccn1	-0.4	-7	-6	5	-6	2	-5	3	20	-9
Cn1c(=O)n(C)c2cc(NC(=O)c3ccc(F)cc3)ccc21	1.3	1	3	2	-16	-1	8	-54	19	-7
FC(F)(F)c1ccc(Oc2ccc3ccccc3c2Br)nc1	-0.1	-3	17	0	-20	3	-4	-19	8	63*
CC(C)[C@H](NC(=O)c1ccc(Cl)c([N+](=O)[O-])c1)C(=O)NCc1ccc(F)cc1	0.0	-3	-12	-2	-12	-1	-6	2	6	1
O=[N+]([O-])c1ccc(C2OCCO2)cc1CS(=O)(=O)c1ccccc1	-0.1	1	-13	-2	-9	1	-6	-13	23	-1
COCC1CCN(C(=O)CC2C(=O)NCCN2Cc2cccc(Oc3ccccc3)c2)CC1 (stereo not given)	0.0	-4	4	0	-15	0	-4	12	39	2
O=C(Nc1ncccn1)c1cc(-c2ccc(F)cc2)nc2ccccc12	0.9	3	11	3	1	0	-6	1	24	2
COc1ccc(N(CC(=O)NCc2ccc(C)cc2)S(=O)(=O)c2c(C)nn(C)c2C)cc1	nt	3	7	-6	-22	3	2	-3	7	-2
CC12CCC(=O)N1C(C(=O)Nc1ccc(Br)cc1Cl)CS2 (stereo not given)	-0.2	17	12	1	2	0	0	11	14	45
COc1ccc(Br)cc1C(=O)NC(=S)Nc1ccc(CN2CCOCC2)cc1	-0.2	-21	25	3	-21	4	-2	23	23	-4
Cc1nc(C)c(Oc2cccc(C(F)(F)F)c2)c(=O)[nH]1	-0.4	-1	-5	9	-5	9	-6	16	12	-3
